# Screening results from PubChem BioAssay.
# S3 lipid droplet = qHTS Assay for Lipid Storage Modulators in Drosophila S3 Cells; Drosophila S3 cells, BODIPY lipid droplet fluorescence, 18-24 h; cells fed with added oleic acid; lipid storage change, negative = inhibition, % at the top dose, mostly 46.1 µM; hits show Potency in µM; 320,000 compounds, 0.64% hits; AID 2685; active = well fitted inhibition curve with a large enough effect in the signal ratio, with a control signal flat, not every such curve was filed as active; inconclusive = small, poorly fitted or top-dose-only effect, or effect the other way, or a change in a side signal; the % refers to the signal ratio
#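 Laser-scanning cytometry quantifies lipid droplet accumulation (500–530 nm total intensity; droplet/cell object ratio) in oleic acid-fed (400 uM added) Drosophila S3 cells treated with a concentration series. 20 uM Triacsin C defined 100% inhibition.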
# S3 lipid droplet cell count max = further read-out of S3 lipid droplet, marked with its call; cell number change, %; measured here: cell count max response;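 cells counted by Cell Tracker Red CMTPX staining in the red channel; peak over a dose series mostly up to 46.1 µM; percent activity relative to internal control wells on each plate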
# Numbers without * were called inactive; i = inactive; ? = inconclusive; . = no result given. % is set by controls: 0 for no effect and ±100 for the full control effect; potency is the fitted concentration of half-maximal effect. An excerpt; count on the stated rates, not on these rows.
SMILES,S3 lipid droplet,S3 lipid droplet cell count max
O=C(NCc1ccc(F)cc1)C1CCC(CNc2c(N3CCOCC3)c(=O)c2=O)CC1 (configuration not stated),?,.
C=CCNC(=O)C1=NOC(CNC(=O)c2c(-c3ccccc3Cl)noc2C)C1 (configuration not stated),i,.
O=C(Nc1cccc(O)c1)N1CCOCC1,8%,-6
CCOC(=O)c1cc2cc3ccccc3cc2oc1=O,?,.
O=C1c2ccccc2S(=O)(=O)N1CC(O)Cn1c2ccccc2c2ccccc21 (configuration not stated),-3%,-26
FC(F)(F)c1ccc2c(c1)nc1n2CCCC1,?,.
N#Cc1cc(-c2ccccc2)cnc1Cl,i,.
CCC(=O)OCc1cc2cccc(C)c2[nH]c1=O,11%,.
COc1ccc(OCCC(=O)OCc2c(C)noc2C)cc1,?,.
CN1CCCN(C(=O)c2cccc(Cl)c2)CC1,i,25
CCOc1ccc(C(=O)NCC(c2ccco2)N2CCc3ccccc3C2)cc1 (configuration not stated),?,.
O=C(O)c1cccc(N2C(=O)CSC2=S)c1,?,.
COc1ccc(-n2c(SCC(=O)NCC3CCCO3)nc3c(c2=O)SC(C)C3)cc1 (configuration not stated),-3%,18
NC(=O)c1ccc(NC(=O)COC(=O)CC2Sc3ccccc3NC2=O)cc1 (configuration not stated),-1%,5
O=C(CSc1ncnc2c1oc1ccccc12)N1CCCc2ccccc21,?,.
O=C(Nc1ccc2oc(-c3ccccc3F)nc2c1)c1ccc([N+](=O)[O-])o1,?,.
CN=c1scc(-c2ccc(OC)cc2)n1/N=C(\C)c1cccnc1,?,.
CCCN(C(=O)CSCc1ccc(Cl)cc1)c1c(N)n(Cc2ccccc2)c(=O)[nH]c1=O,?,.
CC1(C)CC(=O)C(C(=S)Nc2ccccc2)=C(NCCN2CCOCC2)C1,-5%,-9
CCN(CC)c1ccc(C2C(C(=O)OC(C)C)C(=O)CC(C)(O)C2C(=O)OC(C)C)cc1 (configuration not stated),-1%,10
O=S(=O)(NCCCc1ccccc1)c1ccc(F)c(F)c1,i,-1
CCOc1ccc(Cl)cc1CNCCCSc1ncccn1,?,.
Cc1ccc(NC(=O)c2cc(-c3cc(C)c(C)cc3O)n[nH]2)cc1C,?,.
O=C(CSc1nnc(-c2cccs2)n1-c1ccccc1)NCC1CCCO1 (configuration not stated),?,.
O=c1cnnc(Nc2ccccc2F)[nH]1,?,.
C#CCOCCOCCOCCNc1nc(N2CCN(C(=O)C([C@@H](C)CC)n3cc(C(N)CC(C)C)nn3)CC2)nc(N2CCN(C(=O)[C@H](CCC(=O)O)n3cc(C(N)CC(C)C)nn3)CC2)n1 (some centres not stated),-9%,11
COc1ccc(/C=C/C(=O)Nc2ccncc2)cc1OC,-4%,23
N#Cc1ccccc1OCC(=O)Nc1ccc2c(c1)OCCO2,?,.
COc1ccc(-c2nn(C)c3sc(C(=O)NCc4ccco4)cc23)cc1OC,i,6
COc1cccc(N2CCN(C(=O)c3ccc(CS(=O)Cc4ccc(C)cc4)o3)CC2)c1 (configuration not stated),i,.
CN(C)CCN(C(=O)c1ccccc1Cl)c1nc2c(Cl)cccc2s1,-24%,.
COC(=O)c1cc(C#N)c(N2CC(C)OC(C)C2)nc1C (configuration not stated),20%,.
Cc1nn(-c2ccc(F)cc2)c(Cl)c1C(=O)N(C)CC(=O)Nc1cccc(F)c1,?,.
O=C(COc1ccccc1Cl)NCCNC(=O)c1ccccn1,?,.
Cc1ccc(/C=C/C(=O)Nc2ccccc2C(N)=O)cc1,-1%,.
COC(=O)C1=C(C)N(CCCC(=O)O)C(=O)NC1c1cccs1 (configuration not stated),11%,2
CCCCN(Cc1ccccc1)S(=O)(=O)c1c(N)n(C)c(=O)n(C)c1=O,-16%,.
COc1ccc(N2CCN(C(=S)Nc3ccccc3)CC2)cc1,?,.
COc1cc(Cl)c(S(=O)(=O)NCc2ccccn2)cc1Cl,i,.
COC(=O)C(Cc1c[nH]c2ccccc12)NC(=O)c1cccs1 (configuration not stated),?,.

# Complete entries as entered above:
# Entry for `CN(C)CCN(C(=O)c1ccccc1Cl)c1nc2c(Cl)cccc2s1` : S3 lipid droplet: -24%; S3 lipid droplet cell count max: .
# Entry for `Cc1nn(-c2ccc(F)cc2)c(Cl)c1C(=O)N(C)CC(=O)Nc1cccc(F)c1` : S3 lipid droplet: ?; S3 lipid droplet cell count max: .

# (cont.)
SMILES,S3 lipid droplet,S3 lipid droplet cell count max
COc1ccccc1NC(=O)CSc1nnc(-c2ccoc2C)o1,?,.
Cc1ccc(NC(=O)CS(=O)CC(=O)Nc2cnc3ccccc3c2)cc1Cl (configuration not stated),i,-13
COc1ccc(CN2CCNC(=O)C2CC(=O)NCCCC2CCCC2)c(F)c1 (configuration not stated),?,.
COC(=O)[C@H](C)NC(=O)NCc1ccccc1F,?,.
O=C(C1=C[C@@H](c2ccc(C(F)(F)F)cc2)C[C@@H](OCCCCO)O1)N1CCN(Cc2ccc3c(c2)OCO3)CC1,?,.
COc1ccc(C(C[N+](=O)[O-])c2c(C)[nH]n(-c3ccccc3)c2=O)cc1 (configuration not stated),?,.
CCn1c(SCC(=O)N2CCN(c3ccc(Cl)cc3)CC2)nc2ccccc2c1=O,i,.
CCOc1ccc(NC(=O)CC2C(=O)NCCN2C(=O)c2ccc(Cl)cc2)cc1 (configuration not stated),-10%,0
Cc1cccc(OCCC(=O)NNC(=O)c2ccoc2C)c1,5%,-9
COc1cc(CNCc2cccc(OC)c2OC)cc(OC)c1,?,.
c1ccc(-c2cc3ccccc3[nH]2)cc1,?,.
COc1ccc(/C=C/CN2CCCC(C(=O)c3ccc(OC)c(F)c3)C2)cc1 (configuration not stated),-1%,-14
CCOC(=O)c1cc2ccccc2n1CC(=O)c1ccccc1,?,.
COc1ccccc1C(=O)Nc1ccnn1C1CCN(C)CC1,?,.
CCn1nnc2cc(C(=O)Nc3cccc(S(=O)(=O)N(C)C)c3)ccc21,?,.
CS(=O)(=O)N(CC(=O)N1CCCC1)c1cccc(Cl)c1,?,.
COc1ccc(-c2csc3ncnc(N4CCN(c5ccccc5OC)CC4)c23)cc1,?,.
COc1ccccc1-c1noc(CCCC(=O)Nc2ccc(C(N)=O)cc2)n1,13%,20
CCOc1ccc(/C(O)=C2\C(=O)C(=O)N(CCOCCO)C2c2ccccc2OC)cc1 (configuration not stated),?,.
CC1CN(CC(=O)Nc2ccc([N+](=O)[O-])cc2Br)CC(C)O1 (configuration not stated),?,.
COC(=O)Nc1ccc(S(=O)(=O)N2CCC(C(=O)N3CCCCC3C)CC2)cc1 (configuration not stated),12%,13
Cc1ccccc1CNC(=O)Cn1cnc(S(=O)(=O)N2CCCC2)c1,?,.
S=c1[nH]nc(CSCCOc2ccccc2)o1,?,.
O=C(Nc1cccnc1)c1cc(-c2ccccc2O)on1,22%,.
COc1ccc(/C=C2/Sc3ccc(C(=O)N4CCc5ccccc5C4)cc3NC2=O)cc1,14%,0
Cc1[nH]n(-c2ccccc2)c(=O)c1C(C[N+](=O)[O-])c1ccc(Cl)cc1 (configuration not stated),0%,15
CS(=O)(=O)NCCCCNc1ccc(C(F)(F)F)cc1[N+](=O)[O-],3%,4
O=C(NCCn1cccc1)c1cccc2ccccc12,i,.
COc1ccc(/C=C/C(=O)c2c(O)ccc3c(C)cc(=O)oc23)cc1,?,.
COc1cc(NC(=S)NCCCN2CCOCC2)cc(OC)c1OC,?,.
NC(=O)C1CCN(C(=O)CC(c2ccccc2)c2ccccc2)CC1,?,.
COc1cccc(C(=O)Nc2ccncc2)c1,?,.
Cc1cc(=O)[nH]c(N/N=C/CCc2ccccc2)n1,-14%,4
CCn1nc([N+](=O)[O-])c(C(C#N)c2nc3cc(C(F)(F)F)ccc3s2)c(Cl)c1=O (configuration not stated),i,9
CC(OC(=O)CNC(=O)c1ccc(Cl)c([N+](=O)[O-])c1)C(=O)NCc1ccco1 (configuration not stated),-25%,-23
CC(COS(N)(=O)=O)Cc1ccc(C(F)(F)F)cc1 (configuration not stated),30%,22
N/C(=N\OC(=O)C1CCCCC1)c1ccc(Cl)cc1,?,.
Cc1ccc(C)c(NC(=O)C(C)CC2COCCO2)c1 (configuration not stated),?,.
CCCCCn1c(S(=O)(=O)O)nc2ccccc21,?,.
CC(=O)Nc1nc(C)c(Cc2ccccc2)c(=O)[nH]1,?,.

# Individual results from the results shown.
# Cc1cc(=O)[nH]c(N/N=C/CCc2ccccc2)n1 @ S3 lipid droplet cell count max: 4
# Cc1[nH]n(-c2ccccc2)c(=O)c1C(C[N+](=O)[O-])c1ccc(Cl)cc1 (configuration not stated) @ S3 lipid droplet: 0%
# COC(=O)Nc1ccc(S(=O)(=O)N2CCC(C(=O)N3CCCCC3C)CC2)cc1 (configuration not stated) @ S3 lipid droplet: 12%

# Returning to the listing with the 7 entries that preceded the break.
SMILES,S3 lipid droplet,S3 lipid droplet cell count max
CCn1nc([N+](=O)[O-])c(C(C#N)c2nc3cc(C(F)(F)F)ccc3s2)c(Cl)c1=O (configuration not stated),i,9
CC(OC(=O)CNC(=O)c1ccc(Cl)c([N+](=O)[O-])c1)C(=O)NCc1ccco1 (configuration not stated),-25%,-23
CC(COS(N)(=O)=O)Cc1ccc(C(F)(F)F)cc1 (configuration not stated),30%,22
N/C(=N\OC(=O)C1CCCCC1)c1ccc(Cl)cc1,?,.
Cc1ccc(C)c(NC(=O)C(C)CC2COCCO2)c1 (configuration not stated),?,.
CCCCCn1c(S(=O)(=O)O)nc2ccccc21,?,.
CC(=O)Nc1nc(C)c(Cc2ccccc2)c(=O)[nH]1,?,.
CCn1c(=O)cc(SCC(=O)N2CCN(C(=O)c3ccco3)CC2)c2ccccc21,51%,-19
CCN(CC)C(=O)CSc1ncnc2c(-c3ccc(OC)cc3)nsc12,10%,3
O=C(c1ccco1)N1CCN(C(=S)Nc2ccc(F)cc2)CC1,?,.
CCCCn1c(CCc2ccccc2)nc2cc3[nH]c(=O)c(C(C)C)nc3cc21,?,.
Cc1c(Cl)cccc1NS(=O)(=O)c1ccc2c(c1)C1C=CCC1C(c1ccc(C(=O)O)cc1)N2 (configuration not stated),?,.
Cc1ccc2c(C(=O)CN3CCC(C(N)=O)CC3)c(C)[nH]c2c1,i,23
CCCc1ccc(OCc2ccc(C(=O)N3CCCC3)o2)cc1,?,.
COc1ccc(-n2nc(C(=O)NCC(=O)Nc3ccccn3)c3ccccc3c2=O)cc1,-11%,-5
OC(CN1CCN(Cc2ccccc2)CC1)Cn1c2ccccc2c2ccccc21 (configuration not stated),?,.
C=CCNCCCCOc1ccc(OCc2ccccc2)cc1,1%,7
CCOc1ccccc1NC(=O)N1CCCc2ccccc21,i,-19
CCOc1ccc(NC(=O)c2cc(Cl)nc3ccccc23)cc1,-5%,1
O=C(CSc1nc2ccccc2n1CC(=O)N1CCCC1)Nc1nccs1,-28%,0
O=C(NCc1ccccc1OC(F)(F)F)C1CCC(=O)N(Cc2ccccn2)C1 (configuration not stated),?,.
Cc1c(NC(=O)c2cc3ccccc3oc2=O)c(=O)n(-c2ccccc2)n1C,?,.
COc1ccccc1-c1c(C(F)(F)F)oc2cc(OC(=O)c3cccc([N+](=O)[O-])c3C)ccc2c1=O,?,.
O=C1CC(C(=O)Nc2ccc(C(=O)O)cc2)C(c2ccccc2)O1 (configuration not stated),-2%,-9
Cc1cccc(-n2c(CNC(=O)Cc3ccccc3)n[nH]c2=S)c1,?,.
O=C(Nc1cccnc1N1CCOCC1)c1cccs1,9%,-7
CNC(=S)N/N=C/c1cc(C)ccc1C,?,.
CCOC(=O)/C(C#N)=N/Nc1c(C)n(C)n(-c2ccccc2)c1=O,-3%,-17
Cc1ccccc1Cn1nc(C)c(NC(=O)c2cc(-c3cccs3)on2)c1C,?,.
CCOC(=O)c1cc(C#N)c(N2CCN(C(=O)c3ccccc3)CC2)nc1C(F)(F)F,-19%,-19
COCCCNC(=O)C(=O)NCC(c1ccco1)N1CCN(c2ccc(OC)cc2)CC1 (configuration not stated),?,.
CN1CCN(S(=O)(=O)c2ccc(Oc3ccc(Br)cc3F)nc2)CC1,?,.
N=c1c2c(n(Cc3ccc([N+](=O)[O-])cc3)c3c1CCC3)CCCC2,?,.
O=C(COC(=O)c1ccccc1C(=O)c1ccc(Cl)cc1)NC(c1ccccc1)c1ccccc1,-17%,0
CC(=O)c1cnc2nc(C)nn2c1C,?,.
CCOc1ccccc1Nc1nnc(SCC(=O)Nc2cc(C)on2)s1,i,7
CC(=O)c1c(C)[nH]c(C(=O)Nc2nc(C)cs2)c1C,-5%,-8
N/C(=N\OC(=O)c1ccncc1)c1cccc([N+](=O)[O-])c1,?,.
O=C(O)Cc1sc(N/N=C\c2ccncc2)nc1-c1ccccc1,?,.
O=C(NCCNC(=O)c1ccccc1Cl)c1ccco1,?,.
Cn1ncc2c(=O)n(CC(=O)NC34CC5CC(CC(C5)C3)C4)cnc21,?,.
Cc1ccc(OCc2nnc(NC(=O)c3ccco3)s2)c(C)c1,?,.
Cc1cc(C)nc(N2CCCC(C(=O)NCCc3ccc(F)cc3)C2)n1 (configuration not stated),12%,-3
CCOC(=O)C(C)Sc1nnc(Cc2cc(=O)[nH]c(=O)[nH]2)n1-c1cccc(OC)c1 (configuration not stated),?,.
C#CCOCCOCCOCCNc1nc(N2CCN(C(=O)[C@H](CCCCN)n3cc(CCCC)nn3)CC2)nc(N2CCN(C(=O)[C@H](CCCCN)n3cc(CCCC)nn3)CC2)n1,?,.
COC(=O)C1=C(C)N(C2CCCC2)C(=O)C1(NC(C)=O)C(F)(F)F (configuration not stated),i,.
O=C1CCCC2=C1C(c1ccccc1O)C1=C(CCCC1=O)O2,?,.
COc1ccc(-c2cc(C(=O)NC3CCCC3)c3ccccc3n2)cc1,17%,10
